HCMV inh: inhibitors of human cytomegalovirus; HFF cells, HCMV-luciferase reporter, 72 h; hits give low values; activity change, negative = inhibition, % at 57.5 µM; 410,000 tested, 4.5% active; in the data active = activity change below about -60%; inconclusive = no clear call, values can overlap the other calls; inactive = above about -39%
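After 16 h attachment at 37C, HFF cells received test compound and HCMV-luciferase (1 PFU/cell); reporter luminescence read 72 h later, data normalized against buffer-only and known inhibitor Salinomycin.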
AmpC inh no detg: inhibitors of E. coli AmpC beta-lactamase without detergent | Potency, µM (series often up to 57.1 µM), inactives show at the highest dose activity change, negative = inhibition, most hits filed as inhibitors | AmpC nitrocefin hydrolysis, absorbance 480 nm, 0.0001% Triton | P00811 | 330,000 tested, 0.52% active;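 also: potency is read from the fitted curve at half-maximal effect; plate controls were no compound for no effect and no enzyme for full effect; nearly all actives have a fitted effect of over 20% in size; some results filed as inactive show a strong effect at the top dose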
Target sequence (P00811 whole entry, looked up): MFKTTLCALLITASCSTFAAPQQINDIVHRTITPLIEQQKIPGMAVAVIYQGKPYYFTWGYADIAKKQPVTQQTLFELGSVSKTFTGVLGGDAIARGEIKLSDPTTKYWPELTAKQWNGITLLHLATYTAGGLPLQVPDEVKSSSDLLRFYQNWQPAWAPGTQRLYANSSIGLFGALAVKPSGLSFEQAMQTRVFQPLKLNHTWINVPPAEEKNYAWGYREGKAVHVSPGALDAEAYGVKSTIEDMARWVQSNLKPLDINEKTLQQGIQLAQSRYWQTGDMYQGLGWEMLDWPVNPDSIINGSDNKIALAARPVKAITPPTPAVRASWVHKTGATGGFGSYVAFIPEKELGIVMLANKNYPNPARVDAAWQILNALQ
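20 mM phosphate pH 7.0 + 0.01% (detergent screen) or 0.0001% Triton X-100; 5.3 nM AmpC reagent; cpd preinc 15 min RT; nitrocefin (800 uM stock) to start; A480 q20 s × 4 min; Activity was normalised to no-enzyme and no-compound control wells.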
AMA1-RON2 inh: inhibitors of Plasmodium falciparum AMA1-RON2 interaction; Potency, µM (series often up to 58.2 µM), without a hit: at the top dose activity change, negative = inhibition, usual class: inhibitors; AlphaScreen AMA1-biotinylated RON2 peptide binding; AID 720542; 360,000 tested, 0.2% active;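 also: potency is read from the fitted curve at half-maximal effect; 0% = vehicle wells and -100% = peptide control; nearly all actives have a fitted effect of over 45% in size; some results filed as inactive show a strong effect at the top dose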
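AMA1 (3D7) with his tag at 25 nM final met compounds first, then biotinylated RON2 peptide at 25 nM; detection used donor plus acceptor beads, 10 µg/mL apiece, read by AlphaScreen after 30 min at room temperature.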
FBPA Giardia inh: inhibitors of Giardia lamblia fructose-1,6-bisphosphate aldolase | A8B2U2 | purified Giardia FBPA | Potency, µM (titrated, usually from 59.6 µM), inactives show top-dose activity, negative = inhibition, hits mostly inhibitors | 290,000 tested, 0.71% active | AID 2451; also: potency is read from the fitted curve at half-maximal effect; nearly all actives have a fitted effect of over 55% in size
Target sequence (A8B2U2 whole entry, looked up): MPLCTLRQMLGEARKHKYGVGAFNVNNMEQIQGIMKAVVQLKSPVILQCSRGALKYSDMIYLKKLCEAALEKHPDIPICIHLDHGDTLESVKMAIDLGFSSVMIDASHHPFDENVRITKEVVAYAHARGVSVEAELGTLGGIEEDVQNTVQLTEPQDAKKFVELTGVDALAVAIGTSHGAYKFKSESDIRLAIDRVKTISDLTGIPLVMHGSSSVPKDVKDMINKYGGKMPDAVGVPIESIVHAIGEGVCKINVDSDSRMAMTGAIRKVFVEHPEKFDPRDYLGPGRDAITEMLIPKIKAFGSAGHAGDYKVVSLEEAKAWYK
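Giardia FBPA (40 nM reagent) was preincubated 10 min at RT with compound (up to 57.5 uM final), then substrate plus GAPDH/TPI/NAD/arsenate coupling system with diaphorase/resazurin was added; resorufin fluorescence (525/598 nm) was read after 20 min.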
AmpC inh detg: inhibitors of E. coli AmpC beta-lactamase with detergent. P00811. AmpC hydrolysis of nitrocefin, absorbance 480 nm, 0.01% Triton. Potency, µM (titrated, usually from 114 µM), inactives show top-dose activity change, negative = inhibition, most hits filed as inhibitors. 370,000 tested, 0.041% active. AID 485294;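 also: potency is read from the fitted curve at half-maximal effect; 0% = no-compound wells and -100% = no-enzyme wells; nearly all actives have a fitted effect of over 25% in size; some results filed as inactive show a strong effect at the top dose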
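AmpC (5.3 nM in the dispensed reagent) in 20 mM phosphate pH 7.0 with 0.01% (detergent screen) or 0.0001% Triton X-100 was preincubated with compounds for 15 min at room temperature. Nitrocefin was then added from an 800 uM solution, and hydrolysis was followed at 480 nm.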
Sm TGR inh: blocks Schistosoma mansoni thioredoxin glutathione reductase. Q962Y6. purified TGR, DTNB reduction, TNB absorbance 405 nm. Potency, µM (doses to about 114 µM), inactives show at the top dose activity change, negative = inhibition, actives largely listed as inhibitors. 360,000 tested, 3% active. AID 485364; also: potency is read from the fitted curve at half-maximal effect; nearly all actives have a fitted effect of over 60% in size
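First, TGR (20 nM dispensed) and NADPH were mixed with compound. Second, a 15 min room-temperature incubation followed. Third, further NADPH and then DTNB were added to start the reaction. Finally, TNB absorbance was monitored kinetically.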
Numbers without * were called inactive; & = joins results of further samples; [ ] = remark or other dose. Unless noted, calls follow the shape of the dose curve; as a rule, active = well fitted curve in the direction sought with a large enough effect; inconclusive = small, poorly fitted or top-dose-only effect, or another doubt; inactive = no such curve, though single readings can be large; an effect the other way counts as inactive or inconclusive. Unless noted, % is scaled to controls: 0 for no effect and ±100 for the full control effect.

For CC(=O)c1cccc(N(CC(=O)Nc2ccccc2F)S(C)(=O)=O)c1 the results were HCMV inh 0, AmpC inh no detg -25%, AMA1-RON2 inh 7%, FBPA Giardia inh -1%, AmpC inh detg -8% and Sm TGR inh -2%.
CCc1c(C)sc(NC(=O)c2cccs2)c1C(=O)OC(C)C was read as HCMV inh inconclusive, AmpC inh no detg -15%, AMA1-RON2 inh 18%, FBPA Giardia inh -1%, AmpC inh detg -5% and Sm TGR inh 0%.
Cc1cc(NC(=O)NCC(F)(F)F)no1 was read as HCMV inh -10, AmpC inh no detg 9%, AMA1-RON2 inh -9%, FBPA Giardia inh 5%, AmpC inh detg -2% and Sm TGR inh 1%.
Screening CCOc1ccc(C(=O)N2CCN(CC(=O)N3CCCC3)CC2)cc1OCC returned HCMV inh 2, AmpC inh no detg 28%, AMA1-RON2 inh 11%, AmpC inh detg 4% and Sm TGR inh 1%.
For CCOc1ccc(C(=O)c2cnc3ccc(Cl)cc3c2S(=O)(=O)c2ccc(C)cc2)cc1 the results were HCMV inh 12, AmpC inh detg 18% and Sm TGR inh -10%.
For COc1cccc(NC(=O)CSc2nc3ncc(Br)cc3[nH]2)c1 the results were HCMV inh -17, AmpC inh no detg -36%, AMA1-RON2 inh -16%, FBPA Giardia inh inconclusive, AmpC inh detg -11% and Sm TGR inh 3%.
CN(C(=O)CN1C(=O)NC(c2ccccc2)(c2ccccc2)C1=O)C1CCS(=O)(=O)C1 (centres undefined) was read as HCMV inh -24, AmpC inh no detg -5%, AMA1-RON2 inh 9%, AmpC inh detg -3% and Sm TGR inh -4%.
`Cc1nnc(NC(=O)CS(=O)(=O)Cc2ccccc2)s1` gave HCMV inh -26, AmpC inh no detg -15%, AMA1-RON2 inh 1%, FBPA Giardia inh -2%, AmpC inh detg -18% and Sm TGR inh -10%.
`COc1ccccc1NC(=S)N(CCCN1CCOCC1)Cc1cccs1` gave HCMV inh 21, AmpC inh no detg 68%[activator], AMA1-RON2 inh -11%, FBPA Giardia inh -2%, AmpC inh detg -3% and Sm TGR inh 9%.
`O=C(NCc1cccnc1)c1c[nH]c2cc3c(cc2c1=O)OCCO3` gave HCMV inh 25, AmpC inh no detg -21%, AMA1-RON2 inh 14%, FBPA Giardia inh 6%, AmpC inh detg -14% and Sm TGR inh 1%.
Screening CC1CCCCC1NC(=O)CN(C)S(=O)(=O)c1cccc2cccnc12 (centres undefined) returned HCMV inh -28, AmpC inh no detg 4%, AMA1-RON2 inh 10%, FBPA Giardia inh 2%, AmpC inh detg 10% and Sm TGR inh 3%.
For CCOc1ccc(C2/C(=C(\O)c3cccc(OC)c3)C(=O)C(=O)N2c2cc(C)on2)cc1OC (centres undefined) the results were HCMV inh 30, AmpC inh no detg -24%, AMA1-RON2 inh -2%, FBPA Giardia inh 24%, AmpC inh detg inconclusive and Sm TGR inh -4%.
Screening CCOc1ccc(/C=C/c2nc(C#N)c(N3CCCCC3)o2)cc1 returned HCMV inh -34, AmpC inh detg 16% and Sm TGR inh 5%.
For COc1cccc(-n2c(=O)c3cc(OC)c(OC)cc3n(CC(=O)Nc3ccccc3)c2=O)c1 the results were HCMV inh 3, AmpC inh detg -2% and Sm TGR inh 2%.
`COc1ccc(C(=O)CSc2nccn2C)cc1` gave HCMV inh 44, AmpC inh no detg -12%, AMA1-RON2 inh -1%, FBPA Giardia inh inconclusive, AmpC inh detg -2% and Sm TGR inh 134%[activator].
Screening CC(C)(C)N1CC23CCC(C[C@@H]2C1=O)O3 (some centres undefined) returned HCMV inh 19, AmpC inh no detg -12%, AMA1-RON2 inh 9%, AmpC inh detg inconclusive and Sm TGR inh 2%.
`NC(=O)CSc1nc2c(sc(=S)n2-c2ccccc2)c(=O)[nH]1` gave HCMV inh 34, AmpC inh no detg -28%, AMA1-RON2 inh 14%, FBPA Giardia inh 4%, AmpC inh detg 2% and Sm TGR inh 2%.
For O=C(Nc1ccc2oc(-c3ccccc3F)nc2c1)c1ccc([N+](=O)[O-])o1 the results were HCMV inh -20, AmpC inh no detg -7%, AMA1-RON2 inh 2%, FBPA Giardia inh 5%, AmpC inh detg inconclusive and Sm TGR inh -3%.
Screening COc1ccc(S(=O)(=O)N(C)CC(=O)Nc2cccc(C(C)=O)c2)cc1Cl returned HCMV inh -3, AmpC inh no detg -3%, AMA1-RON2 inh -1%, FBPA Giardia inh -3%, AmpC inh detg 1% and Sm TGR inh 0%.
For CCOC(=O)N1CCN(C(=O)CN2C(=O)CC(C)(C)S(=O)(=O)c3ccccc32)CC1 the results were HCMV inh -9, AmpC inh no detg -13%, AMA1-RON2 inh 7%, FBPA Giardia inh -1%, AmpC inh detg -14% and Sm TGR inh 6%.

Retrieved one by one from the entries so far (6):
Screening COc1ccc(S(=O)(=O)N(C)CC(=O)Nc2cccc(C(C)=O)c2)cc1Cl returned HCMV inh -3, AmpC inh no detg -3%, AMA1-RON2 inh -1%, FBPA Giardia inh -3%, AmpC inh detg 1% and Sm TGR inh 0%.
For COc1cccc(NC(=O)CSc2nc3ncc(Br)cc3[nH]2)c1 the results were HCMV inh -17, AmpC inh no detg -36%, AMA1-RON2 inh -16%, FBPA Giardia inh inconclusive, AmpC inh detg -11% and Sm TGR inh 3%.
For O=C(Nc1ccc2oc(-c3ccccc3F)nc2c1)c1ccc([N+](=O)[O-])o1 the results were HCMV inh -20, AmpC inh no detg -7%, AMA1-RON2 inh 2%, FBPA Giardia inh 5%, AmpC inh detg inconclusive and Sm TGR inh -3%.
For COc1cccc(-n2c(=O)c3cc(OC)c(OC)cc3n(CC(=O)Nc3ccccc3)c2=O)c1 the results were HCMV inh 3, AmpC inh detg -2% and Sm TGR inh 2%.
CCc1c(C)sc(NC(=O)c2cccs2)c1C(=O)OC(C)C was read as HCMV inh inconclusive, AmpC inh no detg -15%, AMA1-RON2 inh 18%, FBPA Giardia inh -1%, AmpC inh detg -5% and Sm TGR inh 0%.
`COc1ccccc1NC(=S)N(CCCN1CCOCC1)Cc1cccs1` gave HCMV inh 21, AmpC inh no detg 68%[activator], AMA1-RON2 inh -11%, FBPA Giardia inh -2%, AmpC inh detg -3% and Sm TGR inh 9%.

Continuation:
For N#Cc1c2c(c[nH]c1=O)CCN2Cc1ccccc1 the results were HCMV inh 10, AmpC inh no detg -9%, AMA1-RON2 inh -8%, FBPA Giardia inh -11%, AmpC inh detg -14% and Sm TGR inh -22%.
Screening O=S(=O)(NCCc1ccc(F)cc1)c1ccc(F)cc1Br returned HCMV inh -20, AmpC inh no detg -18% and AMA1-RON2 inh -2%.
For Cc1ccc2nc(SCC(=O)NCc3ccccc3Cl)nc(=O)n2c1 the results were HCMV inh -22, AmpC inh no detg -18%, AMA1-RON2 inh -7%, AmpC inh detg -17% and Sm TGR inh -2%.
`CCOC(=O)N1CCN(C(=O)c2ccc3c(c2)N=C(CC)c2cc(C)ccc2S3)CC1` gave HCMV inh -39, AmpC inh no detg 201%[activator], AMA1-RON2 inh -2%, FBPA Giardia inh -14%, AmpC inh detg 10% and Sm TGR inh 5%.
For CCOC(=O)C1CCN(C(=O)c2cc3cc4ccc(OC)cc4nc3o2)CC1 the results were HCMV inh 62, AmpC inh no detg 37%, AMA1-RON2 inh -10%, AmpC inh detg -1% and Sm TGR inh 7%.
CC(C)(C)c1cc(S(=O)(=O)CCc2ccccn2)cc(C(C)(C)C)c1F was read as HCMV inh 11, AmpC inh no detg 102%[activator], AMA1-RON2 inh -7%, FBPA Giardia inh -1%, AmpC inh detg -3% and Sm TGR inh -7%.
For CC(=O)c1ccc(-n2c(CCC(=O)O)ccc2-c2ccc(Cl)cc2)cc1 the results were HCMV inh -11, AmpC inh no detg -42%, AMA1-RON2 inh 6%, FBPA Giardia inh 11%, AmpC inh detg -12% and Sm TGR inh 0%.
COc1ccc2c(CNCc3ccco3)c(C(=O)O)n(Cc3ccc(F)cc3Cl)c2c1 was read as HCMV inh -4, AmpC inh detg 18% and Sm TGR inh 6%.
CCOC(=O)c1ccccc1NC(=O)c1cc(S(=O)(=O)N2CCOCC2)ccc1F was read as HCMV inh 1, AmpC inh no detg 101%[activator], AMA1-RON2 inh 0%, FBPA Giardia inh 9%, AmpC inh detg -3% and Sm TGR inh 6%.
For CCCCN1C(=O)C(=O)N(CC(=O)Nc2ccccc2C(=O)OCC)C1=O the results were HCMV inh 30, AmpC inh no detg 11%, AMA1-RON2 inh -1%, FBPA Giardia inh 8%, AmpC inh detg 1% and Sm TGR inh 10%.
For CCC1=Nc2cc(C(=O)NCCc3ccccc3)ccc2Sc2ccc(Cl)cc21 the results were HCMV inh 4, AmpC inh detg 9% and Sm TGR inh 0%.
`COc1ccc(OC)c(NC(=O)c2c(NC(=O)c3ccco3)sc3c2CCC3)c1` gave AmpC inh no detg -24%, FBPA Giardia inh 2%, AmpC inh detg -11% and Sm TGR inh inconclusive.
COc1cc(-c2nnc(SCCOc3ccc(Cl)cc3C)o2)cc(OC)c1OC was read as HCMV inh 20, AmpC inh detg 4% and Sm TGR inh -1%.
`Cc1cc(C(=O)Nc2nnc(C3CCCCC3)s2)no1` gave HCMV inh 112, AMA1-RON2 inh -3%, FBPA Giardia inh 4%, AmpC inh detg 4% and Sm TGR inh 10%.
Screening CC(NCc1ccncc1)C12CC3CC(CC(C3)C1)C2 (centres undefined) returned HCMV inh -11, AmpC inh no detg -24%, AMA1-RON2 inh -3%, FBPA Giardia inh -7% and AmpC inh detg 2%.
`CC(NC(=O)C12CC3CC(CC(C3)C1)C2)C(=O)N/N=C/C1=C(N2CCOCC2)C(=C\c2cccc([N+](=O)[O-])c2)/CC1` (centres undefined) gave HCMV inh -33, AmpC inh no detg -24%, AMA1-RON2 inh -10%, FBPA Giardia inh 0%, AmpC inh detg -13% and Sm TGR inh -11%.
For O=C(c1ccc(CS(=O)Cc2ccc(Cl)cc2)o1)N1CCN(c2ccccc2)CC1 (centres undefined) the results were HCMV inh -32, AmpC inh no detg 164%[activator], AMA1-RON2 inh -7%, FBPA Giardia inh 11%, AmpC inh detg -9% and Sm TGR inh -20%.
`COc1ccc(-c2cnc(N)n2C)cc1` gave HCMV inh inconclusive, AmpC inh no detg -11%, AMA1-RON2 inh 51%[activator], FBPA Giardia inh 7%, AmpC inh detg -7% and Sm TGR inh 2%.
For COc1cc2c(=O)n(CCC(=O)NCC3CCCO3)c(=O)n(CC(=O)Nc3ccc(C)cc3C)c2cc1OC (centres undefined) the results were HCMV inh 7&-4, AmpC inh no detg -3%, AMA1-RON2 inh 5%, FBPA Giardia inh -7%, AmpC inh detg -10%&4% and Sm TGR inh 0%&0%.

Bioassay records (PubChem BioAssay)

The order is random, and some 7.8% of all compounds hit somewhere here.
